# ATG4B inhibitor: ATG4B (human) cysteine protease inhibition | Q9Y4P1 | ATG4B cleavage of LC3-PLA2, NBD-HPC fluorescence, 1 h | inhibition, % at 8.33 µM | 0.51% of 340,000 active; in the data active means inhibition above about 40%
# Target sequence (Q9Y4P1 whole entry, looked up): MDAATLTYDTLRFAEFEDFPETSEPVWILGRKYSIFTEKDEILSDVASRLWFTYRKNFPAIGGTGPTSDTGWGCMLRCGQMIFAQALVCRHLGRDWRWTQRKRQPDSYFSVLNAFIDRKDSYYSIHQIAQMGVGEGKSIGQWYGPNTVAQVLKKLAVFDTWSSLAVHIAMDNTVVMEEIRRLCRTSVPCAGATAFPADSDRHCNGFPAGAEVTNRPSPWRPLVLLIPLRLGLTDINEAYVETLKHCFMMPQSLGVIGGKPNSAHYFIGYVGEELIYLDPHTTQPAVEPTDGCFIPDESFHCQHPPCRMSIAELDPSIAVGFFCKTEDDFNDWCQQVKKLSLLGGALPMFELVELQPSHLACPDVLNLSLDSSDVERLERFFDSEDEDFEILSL
# hIAP inh: blocks human intestinal alkaline phosphatase | purified IAP, CDP-Star luminescence, 30 min | inhibition, % at 10 µM | 0.12% of 330,000 active;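 active means inhibition reaching a set limit with compound at 10 µM in the primary screen, cut at about 35% in these data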;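 further: plate controls were DMSO wells with enzyme for no effect and no-enzyme buffer wells for full effect; values of inactives mirror those of a sister screen read the other way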
# mIAP activ: mouse IAP activation; muIAP, CDP-Star luminescence, 30 min; stronger effect = higher value; 1 = vehicle-only enzyme signal, 0 = enzyme-free wells; activation factor at 10 µM; 0.24% of 330,000 active;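 active means activation factor of at least 2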; further: the source names both 10 and 20 µM as test concentration; values of inactives mirror those of a sister screen read the other way
#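 System: Mouse IAP enzyme | Also added: CDP-Star substrate | Dosing: Compounds dispensed in DMSO | Schedule: 30 min enzyme-substrate-compound incubation at room temperature | Technique: Chemiluminescence readout | Control set: DMSO-only wells and no-enzyme negative control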
# APOBEC3A inh: blocks human APOBEC3A ssDNA deamination. recombinant A3A, FAM/TAMRA ssDNA deamination fluorescence. P31941. 0.41% of 330,000 active. AID 493011. inhibition, % at 20 µM;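 active means at least 40% inhibition at 20 µM here, with at most 30% in a related deaminase screen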;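 further: plate controls were A3A with DMSO for no effect and wells lacking A3A enzyme for full effect; some results filed as inactive read as strong as hits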
# Target sequence (P31941 whole entry, looked up): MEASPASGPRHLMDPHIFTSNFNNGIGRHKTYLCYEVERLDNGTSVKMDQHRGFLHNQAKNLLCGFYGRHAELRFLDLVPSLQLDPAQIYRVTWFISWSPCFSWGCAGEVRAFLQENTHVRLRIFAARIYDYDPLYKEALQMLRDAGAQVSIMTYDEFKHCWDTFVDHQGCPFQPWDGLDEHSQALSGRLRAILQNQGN
# mIAP block: blocks mouse intestinal alkaline phosphatase; purified mouse IAP, CDP-Star luminescence, 30 min; inhibition, % at 10 µM; 0.2% of 330,000 active; AID 2806;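 active means inhibition of at least 40% at 10 µM in the primary screen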;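 further: plate controls were DMSO with enzyme for no effect and no enzyme wells for full effect; values of inactives mirror those of a sister screen read the other way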
# MPTP inh: permeability transition pore inhibition; 1.4% of 360,000 active; inhibition, % at 10 µM; isolated mouse mitochondria, Ca2+ swelling absorbance, 30 min;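 active means inhibition of 50% or more, scaled per plate between neutral and stimulator controls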;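 further: 0% = DMSO wells given calcium and 100% = 1 mM EGTA wells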
# hIAP act: human IAP activation. purified human IAP, CDP-Star luminescence, 30 min; stronger effect = higher value; 1 = vehicle-only enzyme, 0 = enzyme-free background. P09923. 0.16% of 330,000 active. activation factor at 10 µM;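 active means activation factor of the enzyme at least 2-fold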; further: the source names both 10 and 20 µM as test concentration; values of inactives mirror those of a sister screen read the other way
# APOBEC3G inh: APOBEC3G (human) deaminase inhibition; Q9HC16; inhibition, % at 20 µM; recombinant A3G, ssDNA deamination FAM/TAMRA fluorescence; 0.28% of 330,000 active;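 active means inhibition of at least 40% at 20 µM, with no more than 30% in the related APOBEC3A deaminase screen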;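 further: plate controls were DMSO wells with A3G for no effect and wells lacking A3G enzyme for full effect; some compounds called inactive have numbers as strong as hits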
# Target sequence (Q9HC16 whole entry, looked up): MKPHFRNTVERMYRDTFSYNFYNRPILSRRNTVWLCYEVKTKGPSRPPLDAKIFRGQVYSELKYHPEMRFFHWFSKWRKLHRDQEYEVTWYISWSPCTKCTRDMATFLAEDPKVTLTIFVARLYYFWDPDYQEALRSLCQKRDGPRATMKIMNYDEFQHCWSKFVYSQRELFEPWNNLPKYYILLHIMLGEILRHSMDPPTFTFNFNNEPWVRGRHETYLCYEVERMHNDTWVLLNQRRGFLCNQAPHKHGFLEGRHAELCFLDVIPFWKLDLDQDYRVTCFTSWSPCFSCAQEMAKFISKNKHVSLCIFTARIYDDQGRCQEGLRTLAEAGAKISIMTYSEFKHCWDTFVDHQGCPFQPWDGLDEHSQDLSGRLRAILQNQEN
# beta cell repl: induces beta-cell replication in MIN6 cells; MIN6 cells proliferation, ATPlite luminescence, 48 h; cells starved in 0.2% serum; 100% = growth in 10% serum; proliferation, % at 10 µM; 0.29% of 330,000 active; AID 2380;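 active means compounds whose signal lies at least 3.5 SD above the mean of all wells on their plate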;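 further: 0% = DMSO-treated cells in low-serum medium and 100% = 10% serum control; some compounds called inactive have numbers as strong as hits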
# An asterisk follows results filed as active. Rows were taken by chance; about 3.3% have a hit in one of these screens.
SMILES,ATG4B inhibitor,hIAP inh,mIAP activ,APOBEC3A inh,mIAP block,MPTP inh,hIAP act,APOBEC3G inh,beta cell repl
C#CCn1cc(/C=N/NC(=O)c2cc3ccccc3o2)c2ccccc21,-15,-2,0.94,-5,6,2.3,1,-7,0
Cc1ccc2nsnc2c1S(=O)(=O)N(Cc1cc2cccc(C)c2[nH]c1=O)CC1CCCO1 (centres undefined),-12,6,0.99,1,1,-2.4,0.94,-5,-1
CCOC(=O)Nc1nnc(Cc2ccc(Cl)c(Cl)c2)s1,16,2,0.93,-3,7,-5.4,0.98,-7,-2
COc1ccc(S(=O)(=O)N[C@@H](C)C(=O)OCC(=O)Nc2cc3oc4ccccc4c3cc2OC)cc1,-16,22,0.97,-2,3,2.0,0.78,-8,0
NC(=O)c1cc2ccccc2oc1=NCc1ccccc1,4,-11,0.96,0,4,-1.1,1.1,-5,-1
O=C(Cc1ccc(F)cc1)N(c1ccc(F)cc1)C1C=CS(=O)(=O)C1 (centres undefined),-12,9,1,-2,-1,0.3,0.91,-6,0
Cc1ccc(C)c(C(=O)c2c(C)nc3sccn23)c1,-10,5,1.1,6,-11,0.1,0.95,17,3
CCOC(=O)C1(CCc2ccccc2)CCN(C(=O)C2CCOCC2)CC1,-16,-9,0.97,1,3,-0.3,1.1,-5,-1
CCOC(=O)Cn1ccc(O)c(Cc2ccc(Cl)cc2Cl)c1=O,-5,2,0.89,-4,11,-6.1,0.98,-7,-1
N#Cc1c(N)nc2c(c1-c1cccc(O)c1)CCCCCC2,7,15,1.1,1,-7,0.7,0.85,-1,-4
CCOC(=O)C1CCN(C(=O)c2cc3c(=O)n4ccccc4nc3s2)CC1,-4,2,0.96,-2,4,4.5,0.98,-7,6
O=[N+]([O-])c1cccc(-c2c[n+]3c(n2-c2ccccc2)SCC3)c1,-9,-11,1.1,4,-11,1.2,1.1,0,-2
Cc1nc2ccccc2n2c(-c3ccccc3)c3c(=O)n(C)c(=O)n(C)c3c12,-8,-6,1,2,-1,-1.1,1.1,-1,-1
CC1CCCC(C)N1S(=O)(=O)c1ccc(Cl)cc1 (centres undefined),1,2,1.1,-1,-8,-0.5,0.98,0,-3
Cn1c(=O)c2c(ncn2CC(=O)N/N=C/C=C/c2ccccc2)n(C)c1=O,-2,-15,0.97,-2,2,0.0,1.1,-3,0
COC(=O)c1cc(OC)c(OC)cc1NC(=O)CN1CCCCC1,2,-2,1.1,8,-8,-2.7,1,-3,7
COc1ccc(Cl)cc1NC(=O)CSc1nncn1-c1cccnc1,-17,-93,0.94,11,6,0.6,1.9,2,-2
N#CCC(=O)NCCCc1ccccc1,-6,-4,1,-1,-3,0.6,1,-5,3
Cc1ccc2nc(SCC(=O)NCC3CCCO3)c(C#N)cc2c1 (centres undefined),9,-11,1.1,0,-8,0.3,1.1,-4,-2
COc1ccc(S(=O)Cc2ccc(C(=O)N3CCN(c4cccc(C)c4C)CC3)o2)cc1 (centres undefined),-1,-8,0.98,-3,2,6.5,1.1,-1,-4
CNC(=O)/C(C#N)=C/c1cn(CC(=O)OC)c2ccccc12,2,6,0.93,2,7,1.5,0.94,-2,-1
COc1ccc(OCc2cc(C(=O)N3CCCN(C(C)=O)CC3)no2)c(Cl)c1,-2,3,1,-2,-1,-2.3,0.97,-4,-1
Cn1nnc(NC(=O)CSc2ncn[nH]2)n1,-16,-27,1,-5,-2,0.1,1.3,-6,0
N#CCSc1nc2sc3c(c2c(=O)n1C1CCCCC1)CCCC3,-8,5,1,4,-2,2.5,0.95,4,1
O=S(=O)(c1ccccc1)N(CC(O)Cn1c2ccccc2c2ccccc21)c1ccccc1 (centres undefined),-8,-15,1.2,-1,-16,4.6,1.1,0,-4
COc1ccc(C2NC(c3ccc(OC)cc3)C([N+](=O)[O-])C(C)(C)C2[N+](=O)[O-])cc1 (centres undefined),-10,5,0.98,1,2,-2.8,0.95,-8,-4
CCOC(=O)C1CN(S(=O)(=O)c2ccc(OC)cc2)c2cc(Cl)ccc2O1 (centres undefined),12,-7,1.1,0,-6,-0.8,1.1,-5,-4
O=C(CSc1nnc2c(n1)[nH]c1ccccc12)N1CCCCC1,-1,20,0.99,-3,1,2.7,0.8,-6,-2
COC(=O)c1cn(Cc2cccc(C)c2)nn1,-3,-7,1,-2,-1,-0.7,1.1,-7,-2
O=C(Nc1ccc(OCC(=O)N2CCOCC2)cc1)c1cncc(Br)c1,1,6,0.98,0,2,0.4,0.94,0,0
CCOC(=O)C(=O)Nc1ccccc1C(=O)Nc1ccc(OC)cc1,2,3,0.98,-1,2,-0.3,0.97,-9,-2
CCc1ccc(OCCSc2nc3ccccc3n2CC(=O)O)cc1,6,-19,1,-6,-4,-0.1,1.2,-5,3
Cc1cccc(-n2c(C)nc3sccc3c2=O)c1,-6,8,1,1,-3,-1.3,0.92,-4,-1
CSc1nc2n(n1)C(C)C1=C(CCCC1=O)N2 (centres undefined),-3,0,0.99,-2,1,-0.4,1,-7,-1
O=C(NCCc1ccccc1)c1cccc([N+](=O)[O-])c1,-14,-2,1,-2,0,0.0,1,-5,0
O=C(c1ccco1)N1CCN(S(=O)(=O)c2cccc(C(F)(F)F)c2)CC1,5,-12,1,1,-3,-0.6,1.1,-2,-1
O=C(O)c1cccc(NC(=O)C2C3C=CC(C3)C2C(=O)OCC(F)(F)C(F)F)c1 (centres undefined),-9,-2,1.1,-4,-11,-1.2,1,-5,-2
Cc1nnc(N2CCc3ccccc3C2)[nH]c1=O,-3,36*,0.95,-2,5,0.5,0.64,5,-1
C/C(=N\NC(=O)c1cccc(F)c1)c1ccc(NC(=O)Cc2ccccc2)cc1,-7,-8,0.94,0,6,-0.4,1.1,-3,0
C[C@H](NC(=O)c1nc[nH]c1C(=O)NCCCCCNC(=O)OC(C)(C)C)C(=O)OC(C)(C)C,-7,-45,0.89,0,11,-0.1,1.4,-3,-1
C/C(O)=c1/cnc2nc3ccccc3n2c1=O,-2,12,0.97,-1,3,0.5,0.88,-4,-3
CCC(C)n1[nH]c(=O)cc1N (centres undefined),13,15,1.1,-6,-8,3.9,0.85,-11,1
O=P(Cc1cccc[n+]1[O-])(c1ccccc1)c1ccccc1,-7,-8,0.98,0,2,-0.4,1.1,-1,-2
C=CCNC(=O)/C(C#N)=C/c1ccc(C)o1,-2,-8,1,1,-2,-0.8,1.1,0,-2
CCCCNC(=O)CC1SC(=NCC)N(CC)C1=O (centres undefined),-8,-50,0.84,2,16,0.0,1.5,0,1
COCC(C)n1c(SCC(=O)Nc2nccs2)nc2ccccc2c1=O (centres undefined),1,1,1,-4,-4,-0.9,0.99,-1,0
Cc1ccc(NC(=O)CSc2nnc(C3CC3)n2N)cc1S(=O)(=O)N1CCOCC1,-12,3,1.1,0,-6,-1.8,0.97,-10,-3
Nc1nnn(CC(=O)N/N=C/c2ccncc2)n1,-8,-6,1,-2,-4,-0.4,1.1,-12,-3
CN(C)S(=O)(=O)c1cc(C(=O)NCCCn2ccc3ccccc32)ccc1Cl,-13,19,0.95,2,5,1.4,0.81,-1,1
COc1ccccc1NS(=O)(=O)c1ccc(C)c(NS(=O)(=O)c2cc(C(=O)O)cc(C)c2C)c1,-7,5,0.98,1,2,-0.6,0.95,-3,2

# Among those listed so far, these contain a cyano group:
SMILES,ATG4B inhibitor,hIAP inh,mIAP activ,APOBEC3A inh,mIAP block,MPTP inh,hIAP act,APOBEC3G inh,beta cell repl
N#Cc1c(N)nc2c(c1-c1cccc(O)c1)CCCCCC2,7,15,1.1,1,-7,0.7,0.85,-1,-4
N#CCC(=O)NCCCc1ccccc1,-6,-4,1,-1,-3,0.6,1,-5,3
Cc1ccc2nc(SCC(=O)NCC3CCCO3)c(C#N)cc2c1 (centres undefined),9,-11,1.1,0,-8,0.3,1.1,-4,-2
CNC(=O)/C(C#N)=C/c1cn(CC(=O)OC)c2ccccc12,2,6,0.93,2,7,1.5,0.94,-2,-1
N#CCSc1nc2sc3c(c2c(=O)n1C1CCCCC1)CCCC3,-8,5,1,4,-2,2.5,0.95,4,1
C=CCNC(=O)/C(C#N)=C/c1ccc(C)o1,-2,-8,1,1,-2,-0.8,1.1,0,-2

# Remaining list, next part.
SMILES,ATG4B inhibitor,hIAP inh,mIAP activ,APOBEC3A inh,mIAP block,MPTP inh,hIAP act,APOBEC3G inh,beta cell repl
COc1cc(C2C(C#N)=C(N)Oc3c2ccc2ccccc32)ccc1OCC(=O)Nc1cccc(C)c1 (centres undefined),28,-14,0.91,-2,9,1.6,1.1,-16,0
Cc1ccc(NC(=O)CC2SC(=O)NC2=O)cc1 (centres undefined),-6,-4,0.96,-4,4,0.9,1,-8,3
Cc1ccccc1OC(C)C(=O)N1CCN(c2ccccn2)CC1 (centres undefined),-6,-10,0.9,-6,10,-0.9,1.1,-7,5
O=S(=O)(c1ccccc1)c1ccccc1/C=N\O,2,-6,1,4,-4,-1.1,1.1,6,1
Oc1[nH]c2ccccc2c1C=NCC1CCCO1 (centres undefined),-9,-3,0.99,-1,0,0.7,1,-6,1
CCN1C(=O)c2cccc3c(NC(=O)c4ccccc4)ccc1c23,-3,-20,1,-2,0,-18,1.2,-2,-2
CCOC(=O)c1ccc2c(c1)sc(=NC(=O)c1ccco1)n2CCOC,-5,-4,0.97,-1,3,2.6,1,-2,0
CCN=C1Sc2nc3ccc(OCC)cc3cc2CN1CCOC,-7,3,1,1,-3,0.2,0.97,-2,-3
CC(NC(=O)CSc1n[nH]c(N)n1)c1ccccc1 (centres undefined),-6,1,0.93,-2,7,-1.0,0.99,-3,0
CCCN(C(=O)CN1C(=O)NC2(CCCCCC2)C1=O)C1CCS(=O)(=O)C1 (centres undefined),-5,-2,1,1,0,-0.1,1,-2,-2
Cc1cc(SCNC(=O)c2ccccc2)ncn1,-6,-28,0.94,-3,6,1.2,1.3,4,-4
CC(C)c1ccc(-c2noc(C3CCCN(C(=O)c4ccc(F)cc4F)C3)n2)cc1 (centres undefined),4,-6,0.89,-1,11,3.6,1.1,-6,-6
Cc1ccc(SCCCCN2CCNCC2)cc1,-7,-1,0.99,6,1,0.1,1,1,1

# An excerpt from above, showing only APOBEC3A inh.
canonical_smiles,APOBEC3A inh
Cc1ccc(SCCCCN2CCNCC2)cc1,6
Cc1ccc2nsnc2c1S(=O)(=O)N(Cc1cc2cccc(C)c2[nH]c1=O)CC1CCCO1 (centres undefined),1
